Assay outcomes deposited in PubChem BioAssay by several laboratories.
LMPTP inh: LMPTP (human) inhibition; 360,000 compounds, 0.22% hits; AID 651560; inhibition, % at 20 µM; recombinant LMPTP-A, OMFP fluorogenic substrate, fluorescence intensity; P24666;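 active = compounds that cut the enzyme signal by at least half of the control window in the single-dose screen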;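 also: plate controls were DMSO wells with enzyme plus substrate for no effect and substrate without enzyme for full effect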
Target sequence (P24666 whole entry, looked up): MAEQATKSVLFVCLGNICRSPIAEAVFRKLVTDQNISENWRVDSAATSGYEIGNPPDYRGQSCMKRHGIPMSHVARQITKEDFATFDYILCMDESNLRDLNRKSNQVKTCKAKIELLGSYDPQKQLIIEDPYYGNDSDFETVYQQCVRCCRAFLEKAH
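Test system: LMPTP-A phosphatase enzyme; input: 0.625 nM LMPTP-A final; reagent: OMFP substrate, 400 µM final; compound dosing: 20 µM single dose, 3% DMSO; incubation: 50 min dark incubation at room temperature; measured by: endpoint fluorescence intensity from OMFP dephosphorylation; measure: % inhibition relative to no-enzyme and uninhibited control wells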
DNMT1 inh: inhibitors of human DNMT1. 360,000 compounds, 0.83% hits. DNMT1 molecular beacon, Hinp1I cleavage, fluorescence. AID 588458. inhibition (reported as % activation of signal), % at 10 µM; in the data active = inhibition above about 50%
Scp-1 inhibitor: blocks human Scp-1 phosphatase activity | Recombinant Scp1, phosphopeptide, malachite green phosphate absorbance | 340,000 compounds, 0.88% hits | AID 493091 | inhibition, % at 20 µM;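 active = inhibition above about 50% at 20 µM, limit read from the data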;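 also: plate controls were DMSO wells with enzyme for no effect and wells lacking enzyme for full effect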
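assay system = SCP-1 phosphatase catalytic domain, residues 76-261 | buffer or medium = 50 mM Tris acetate pH 5.5, 0.005% Tween-20, 10 mM MgCl2 | incubation = enzyme reaction 45 min at room temperature, colour 5 min, stabilisation 30 min | signal = Phosphate-binding colour reagent, absorbance read at 630 nm | measure = % inhibition at 20 µM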
Tb MetRS inh: Trypanosoma brucei MetRS inhibition; inhibition, % at 11.9 µM; 360,000 compounds, 0.4% hits; purified T. brucei MetRS, ATP depletion, Kinase-Glo luminescence;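 active = inhibition above a per-plate cutoff of the control wells' mean inhibition plus 3 SD, cut at about 5.5% in these data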;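 also: 0% = DMSO wells median and 100% = median of wells with control inhibitor compound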
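technique = Kinase-Glo luminescence, ATP depletion format | system = purified MetRS (methionyl-tRNA synthetase) enzyme from Trypanosoma brucei | timing = 15 min preincubation, 2 h reaction, all 25 °C | evaluation = percent inhibition versus plate control medians | dosing = single dose, 11.9 µM final nominal, 0.9% final DMSO | also added = substrates ATP, L-methionine and bulk Escherichia coli tRNA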
SUMO1-SIM PPI: SUMO1-SIM interaction modulation | SUMO1 binding to a labelled peptide, TR-FRET, 1 h | 360,000 compounds, 0.33% hits | P63165 | inhibition, % at 20 µM; in the data active = inhibition above about 37%
Target sequence (P63165 whole entry, looked up): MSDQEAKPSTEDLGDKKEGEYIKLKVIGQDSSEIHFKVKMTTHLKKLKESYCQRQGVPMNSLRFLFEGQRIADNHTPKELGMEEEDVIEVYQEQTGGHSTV
NadD block: NadD (S. aureus) enzyme inhibition. purified NadD enzyme, colorimetric absorbance read-out. inhibition, % at 20 µM. 360,000 compounds, 0.78% hits. AID 602399; in the data active = inhibition above about 26%; also: some compounds past the cut are filed as inactive
Rpn11 inh: blocks the human proteasome subunit Rpn11; O00487; human 26S proteasome, Ub4-pepOG fluorescence polarization; 20S core pre-blocked with epoxomicin; calls only at 20 µM; 360,000 compounds, 0.59% hits;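 active = inhibition at 20 µM, scaled to each plate's controls, above about 33%, limit read from the data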
Target sequence (O00487 whole entry, looked up): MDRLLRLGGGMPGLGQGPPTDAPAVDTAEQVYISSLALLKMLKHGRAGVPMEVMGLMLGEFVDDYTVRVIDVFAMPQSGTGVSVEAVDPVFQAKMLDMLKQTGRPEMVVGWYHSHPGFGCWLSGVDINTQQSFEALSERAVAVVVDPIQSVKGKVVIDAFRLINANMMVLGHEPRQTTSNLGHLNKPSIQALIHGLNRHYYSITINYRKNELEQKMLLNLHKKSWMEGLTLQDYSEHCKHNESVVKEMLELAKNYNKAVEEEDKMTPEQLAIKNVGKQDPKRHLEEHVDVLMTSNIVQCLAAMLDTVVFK
MsrA inh: inhibitors of bovine MsrA; purified bovine MsrA, absorbance read-out; 360,000 compounds, 0.75% hits; inhibition, % at 15.5 µM; in the data active = inhibition above about 4.5%;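 also: 0% = vehicle wells with enzyme and 100% = reference inhibitor wells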
CSN deneddyl inh: inhibitors of human CSN-mediated cullin deneddylation. Q92905. Purified CSN, SCF-Nedd8-OG deneddylation, fluorescence polarization. inhibition, % at 12.5 µM. 360,000 compounds, 0.38% hits. AID 651999;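 active = pattern-corrected inhibition above about 35%, with an unprinted fluorescence ratio check between 0.5 and 1.5, limit read from the data, passing the limit was not always enough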;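 also: 0% = enzyme with substrate and 100% = substrate without enzyme; some results filed as inactive read as strong as hits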
Target sequence (Q92905 whole entry, looked up, one chain of several): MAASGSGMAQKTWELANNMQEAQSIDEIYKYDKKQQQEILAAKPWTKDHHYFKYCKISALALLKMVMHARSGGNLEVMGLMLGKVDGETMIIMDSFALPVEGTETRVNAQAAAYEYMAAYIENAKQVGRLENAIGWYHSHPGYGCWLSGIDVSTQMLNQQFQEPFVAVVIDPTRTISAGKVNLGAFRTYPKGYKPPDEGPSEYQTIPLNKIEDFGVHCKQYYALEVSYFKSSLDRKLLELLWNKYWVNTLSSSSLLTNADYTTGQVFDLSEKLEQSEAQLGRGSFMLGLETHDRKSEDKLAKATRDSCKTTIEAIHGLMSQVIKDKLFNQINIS
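Test system: Human Csn5 produced in HEK293T cells | Compound: 12.5 µM single point | Times: 90 min, room temperature | Signal: Fluorescence polarization readout | Read-out basis: % inhibition of substrate cleavage by Csn5 | Controls: no-enzyme wells high, enzyme-with-substrate wells low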
STEP block: inhibitors of human striatal-enriched phosphatase STEP; P54829; recombinant STEP, OMFP fluorogenic substrate, fluorescence; inhibition, % at 20 µM; 360,000 compounds, 0.25% hits; AID 588621;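 active = inhibition at 20 µM, scaled per plate between control wells, above about 37%, limit read from the data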;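 also: 0% = DMSO with enzyme and substrate and 100% = substrate only without enzyme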
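medium = Bis-Tris buffer pH 6.0, 2.5 mM DTT, 0.005% Tween 20 | test system = STEP (striatal-enriched tyrosine phosphatase) enzyme, cell-free | measure = normalized % inhibition | compound dosing = 20 µM, 1% DMSO | also added = 25 µM OMFP | schedule = reaction 20 min, ambient temperature | measured by = fluorescence read at 480 nm ex / 540 nm em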
The depositor's hits bear a star; i = inactive; · = not tested or not shown.

SMILES,LMPTP inh,DNMT1 inh,Scp-1 inhibitor,Tb MetRS inh,SUMO1-SIM PPI,NadD block,Rpn11 inh,MsrA inh,CSN deneddyl inh,STEP block
O=C1CCCCC1Nc1ccc(Br)cc1 (stereo not drawn),0.1,-5,-10,-0.6,-7,-5,i,0.0,-6,-1
CCCC(=O)N/C(N)=N/c1nc(C)c2cc(C)ccc2n1,-1.1,-2,-10,-0.2,-2,-8,i,0.7,0,1
CCN(CC)S(=O)(=O)c1cc(NC(=O)[C@@H](NC(N)=O)C(C)C)ccc1C,-1.7,-1,-2,-0.7,-1,-5,i,0.4,-8,-5
CCCCN(CCCC)CCn1cnc2c([nH]c3ccc(OC)cc32)c1=O,-1.0,3,-5,-0.4,-2,-9,i,1.2,-4,0
Cc1cccc(C)c1NC(=O)C1(C)CSCC(=O)N1Cc1ccco1 (stereo not drawn),6.7,·,·,-0.4,38,·,·,-0.6,94*,·
CCOC(=O)c1cnc(SCC(=O)Nc2ccccc2C(=O)OC)nc1N,-0.5,0,-5,0.2,1,-1,i,2.5,-1,2
COc1ccccc1N1CCN(C(=O)CCCCCn2c(=O)[nH]c3ccsc3c2=O)CC1,3.1,0,-5,-0.1,6,1,i,0.6,2,2
COc1ccc(/C=C2\SC(=S)N(c3cccnc3)C2=O)cc1,2.2,2,-6,-1.0,0,-4,i,-1.5,1,-1
Cc1c[n+](CC(=O)c2ccccc2)cs1,-1.2,-2,-3,-0.4,-7,2,i,0.2,0,1
O=C(CCCC(=O)NCCc1ccccc1)NCCc1ccccc1,-1.2,1,-5,-0.3,1,-3,i,-0.5,-15,-2

Record cards, as listed above:
O=C1CCCCC1Nc1ccc(Br)cc1 (stereo not drawn) in the list: LMPTP inh = 0.1; DNMT1 inh = -5; Scp-1 inhibitor = -10; Tb MetRS inh = -0.6; SUMO1-SIM PPI = -7; NadD block = -5; Rpn11 inh = i; MsrA inh = 0.0; CSN deneddyl inh = -6; STEP block = -1
CCCC(=O)N/C(N)=N/c1nc(C)c2cc(C)ccc2n1 in the list: LMPTP inh = -1.1; DNMT1 inh = -2; Scp-1 inhibitor = -10; Tb MetRS inh = -0.2; SUMO1-SIM PPI = -2; NadD block = -8; Rpn11 inh = i; MsrA inh = 0.7; CSN deneddyl inh = 0; STEP block = 1

The listing continues.
SMILES,LMPTP inh,DNMT1 inh,Scp-1 inhibitor,Tb MetRS inh,SUMO1-SIM PPI,NadD block,Rpn11 inh,MsrA inh,CSN deneddyl inh,STEP block
Cn1c(N)c(C(=O)CSc2nc(C3CC3)n(-c3ccccc3)n2)c(=O)[nH]c1=O,-1.0,5,1,-0.3,7,2,i,-0.7,2,0
COc1ccccc1CNCc1cc(Br)ccc1OC,-1.3,9,-6,0.1,3,-6,i,-0.9,-8,1
COc1ccccc1-c1coc2c(CN(C)C)c(O)ccc2c1=O,-5.6,-4,1,-0.3,5,0,i,3.2,-1,2
CC(=O)OC(C(=O)Nc1ccccc1)C(C)S(=O)(=O)c1ccccc1 (stereo not drawn),-1.8,0,-5,-0.2,-1,-2,i,0.7,0,-1
CN(NC(=O)NN(C)C(=O)c1ccccc1)C(=O)c1ccccc1,-0.4,6,7,-0.6,-3,6,i,-0.3,-1,-1
Cc1cc(C)c(C(N)=O)c(SCC(=O)c2ccc(Cl)cc2)n1,-1.3,2,2,-0.7,2,2,i,0.8,1,-5
CC(=O)N/N=C(\C)CC(=O)NC(C)(C)C,-1.7,-1,1,0.5,-2,5,i,0.3,-10,-3
Nc1ccc(C23CC4CC(CC(C4)C2)C3)cc1,-0.9,2,-3,-0.9,4,-1,i,1.3,1,0
O=C(COC(=O)c1cc(Cl)cc(Cl)c1)NCc1ccco1,0.7,28,21,-0.2,8,1,i,-0.1,4,0
O=C(NCCN1CCCCCC1)c1ccc(N2CCCC2=O)cc1,7.7,-6,-15,-0.6,-2,-5,i,-1.2,2,-6
CCc1ccc(NC(=O)c2noc3c2CCCCC3)cc1,-0.2,-3,-11,-0.8,0,-2,i,-1.1,-2,2
Cc1ccc(C(=O)C(C)OC(=O)c2n[nH]c(=O)c3ccccc23)cc1 (stereo not drawn),-0.9,-2,-13,-0.3,-1,6,i,0.3,-2,2
COP(=O)(OC)c1nc(-c2cccc3ccccc23)oc1NCCc1ccccc1,1.6,-8,-8,-1.1,-4,-6,i,1.2,11,-1
O=C(NCc1nnnn1-c1ccc(Cl)cc1)C1CC(=O)N(c2ccc(F)cc2)C1 (stereo not drawn),0.4,0,·,0.0,0,1,i,2.0,-5,-3
O=C(c1ccccc1)c1c2c(cc3sc4ccccc4[n+]13)-c1cccc3cccc-2c13,69*,58*,-4,0.0,-18,10,i,0.6,8,3
Cc1cc(OC(C)C(=O)NCCCN2CCOCC2)c2c(C)c(C)c(=O)oc2c1 (stereo not drawn),-1.1,2,-3,0.0,-7,-1,i,0.3,0,0
CCOC(=O)c1ccc2c(c1)n(CC)c(/C=C/N(C)c1ccccc1)[n+]2CC,-1.5,5,94*,-0.9,-2,2,i,-0.1,1,2
O=C(Nc1cc(-c2ccccc2)[nH]n1)c1ccc(Cl)cc1,1.2,3,-11,2.7,0,-2,i,0.7,1,-2
CSc1ccc(/C=N/N(C)S(=O)(=O)c2ccc(C)cc2)cc1,1.1,1,-19,-0.9,-12,-4,i,0.5,1,-2
COC(=O)c1ccccc1NC(=O)c1sc(N)nc1C,-0.2,3,-6,-0.6,1,4,i,1.3,-3,-1
Cc1ccc(N2CC(NS(=O)(=O)c3cccs3)CC2=O)cc1 (stereo not drawn),-0.1,-1,-4,-0.3,2,-2,i,-1.2,-2,1
CCN(CC)CCN1C(=O)C(=O)/C(=C(/O)c2ccncc2)C1c1ccccc1F (stereo not drawn),-1.5,1,-8,-1.1,-9,-3,i,3.4,-1,0
C/C(=N/Nc1ncc(Br)cn1)c1ccc([N+](=O)[O-])cc1,-0.1,5,-4,-0.3,-30,-5,i,3.8,-3,1
O=C(CSc1nnc(Nc2ccccc2)s1)NC1CCCC1,-0.3,0,-6,1.1,2,3,i,0.8,-2,-2
COc1ccc(CCNC(=S)N2CCN(S(=O)(=O)c3ccc(C)cc3)CC2)cc1,0.3,0,-4,-0.3,-2,-12,i,0.9,4,3
O=C(NNC(=S)NCCc1ccccc1)c1ccc(Br)s1,-1.4,-5,-13,2.1,1,-1,i,2.5,-3,1
CCOC(=O)c1c(-c2ccc(OC)cc2)csc1NC(=O)CSc1ccccc1,3.9,-7,-10,-0.7,-5,19,i,-0.2,8,4
CC(Sc1nc2ccccc2c(=O)n1CC1CCCO1)C(=O)Nc1ccc(S(N)(=O)=O)cc1 (stereo not drawn),-0.3,-4,-2,-0.4,-1,6,i,-1.8,0,0
O=C(O)c1ccccc1-c1ccc(/C=C/c2cc(C(F)(F)F)[nH]c(=O)n2)o1,-4.3,36,11,-0.3,10,3,·,3.2,-13,-101
O=C(NCc1cccc(Br)c1)C1CC2Cn3c(nc4ccccc43)C2N1c1ccccc1 (stereo not drawn),0.8,-3,5,0.6,-2,7,i,0.8,-3,0
CCOc1cc(CNCCSc2nnnn2C)cc(Br)c1OCc1ccccc1,0.4,-4,12,-0.4,-6,5,i,0.1,-5,0
O=C(CN1CCN(c2ncccn2)CC1)N1CCCc2c1c(=O)oc1ccc(O)cc21,-2.4,2,-10,-0.8,-13,5,i,2.6,6,4
Cc1cccc(/C(N)=N/OC(=O)C23CC4CC(CC(C4)C2)C3)c1,2.2,3,-7,-0.5,-1,-3,i,0.7,-5,0
Clc1ccc(OCCNCCc2ccccc2)cc1,-0.7,4,-1,1.2,3,-4,i,1.1,-1,1
CC(C)(C)c1ccc(C(=O)NCCC(=O)N2CCC3(CC2)NCCc2[nH]cnc23)cc1,-2.9,4,-12,-0.3,0,-11,i,-0.1,-3,6
CCOc1ccc2oc(C(=O)N3CCN(c4ccccc4OCC)CC3)c(C)c2c1,3.7,-2,5,-0.5,-3,7,i,0.1,1,2
O=C(CSc1nc2ccccc2c(=O)n1NC(=O)c1ccccc1)c1ccc(Cl)cc1,3.0,-6,-9,-0.5,30,10,i,-0.3,1,1
CCc1nc2c(OCc3ccc(C(F)(F)F)cc3)cccn2c1N(C=O)Cc1ccc(OC)cc1,3.2,2,·,-0.1,7,-1,i,-0.4,-1,-1
C[C@@H]1CN([C@@H](C)CO)C(=O)CCCn2nncc2CO[C@H]1CN(C)S(=O)(=O)c1ccccc1C#N,-1.1,9,·,-0.7,2,-2,i,-1.0,-2,-2
CC(C)(C)OC(=O)NCc1ccc(CNC(=O)c2nc[nH]c2C(=O)NCc2ccccc2)cc1,0.8,-1,-3,-0.4,1,5,i,-0.6,-1,-1
COc1cc(C(=O)N/N=C/c2ccc(OC(=O)c3ccccc3)c(OC)c2)ccc1O,1.7,-6,5,-0.7,-2,14,i,0.4,8,3

Hits appear at their usual frequency. About 3.9% of those tested had a hit in this group.
